Vif imaging: inhibitors of HIV Vif | HEK293T cells, Vif self-association by quenched fluorescence, imaging, 24 h | inhibition, % at 7.49 µM | 0.35% of 340,000 active | AID 602346; in the data active means inhibition above about 50%, passing the limit was not always enough; further: some results filed as inactive read as strong as hits
NCOA2 inhibitor: human SRC2 (NCOA2) inhibition. Q15596. HEK293 GAL4-SRC2 luciferase reporter, luminescence. inhibition, % at 9 µM. 0.17% of 370,000 active;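 active means inhibition above the mean inhibition of all tested compounds plus 3 SD, set per campaign, cut at about 52% in these data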;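 further: 0% = DMSO treated cells and 100% = cells given Gossypol at 36 µM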
C8 TRAIL sens: sensitizes caspase-8 expressing cells to TRAIL. NB7+C8 cells + TRAIL, ATPlite viability luminescence. inhibition (viability loss, TRAIL sensitization), % at 10 µM. 1% of 360,000 active. AID 624354;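 active means compounds causing at least 50% loss of cell viability in the single-dose screen, relative to plate controls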
NR2F2 inh: inhibitors of human COUP-TFII (NR2F2); HEK293T NGFI-A luciferase reporter, luminescence; inhibition, % at 8.6 µM; 0.7% of 370,000 active;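 active means inhibition above a per-plate cutoff, mean inhibition of test wells between control levels plus 3 SD, cut at about 38% in these data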;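 further: cells cotransfected with COUP-TFII expression vector driving the NGFI-A reporter; 0% = median of COUP-TF2 test wells and 100% = reporter-only cells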
SRC1 inh: inhibitors of human steroid receptor coactivator 1 (SRC1) | Q15788 | HEK293 GAL4-SRC1 luciferase reporter, luminescence | AID 588354 | inhibition, % at 3.6 µM | 0.12% of 360,000 active;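 active means inhibition above the campaign mean plus 3 SD, with each screening campaign given its own cutoff, cut at about 60% in these data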;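 further: 0% = DMSO treated cells and 100% = gossypol at 36 µM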
NCOA3 inh: inhibits human SRC3 coactivator | Q9Y6Q9 | HEK293 GAL4-SRC3 luciferase reporter, luminescence | inhibition, % at 3.6 µM | 0.17% of 360,000 active | AID 588352;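 active means inhibition above a per-campaign cutoff, the mean of all compounds plus 3 SD, cut at about 60% in these data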;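 further: 0% = DMSO-treated cells and 100% = gossypol-treated cells at 36 µM; higher means less SRC3-driven luciferase light from the GAL4 reporter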
NOD2-RIPK2 inh: blocks binding of human NOD2 to RIPK2 | 0.38% of 360,000 active | inhibition, % at 4.98 µM | O43353 | CHO BLA complementation NOD2-RIPK2, CCF4 ratio | AID 624267; in the data active means inhibition above about 21%;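 further: 0% = vehicle only and 100% = reference blocker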
Target sequence (O43353 whole entry, looked up): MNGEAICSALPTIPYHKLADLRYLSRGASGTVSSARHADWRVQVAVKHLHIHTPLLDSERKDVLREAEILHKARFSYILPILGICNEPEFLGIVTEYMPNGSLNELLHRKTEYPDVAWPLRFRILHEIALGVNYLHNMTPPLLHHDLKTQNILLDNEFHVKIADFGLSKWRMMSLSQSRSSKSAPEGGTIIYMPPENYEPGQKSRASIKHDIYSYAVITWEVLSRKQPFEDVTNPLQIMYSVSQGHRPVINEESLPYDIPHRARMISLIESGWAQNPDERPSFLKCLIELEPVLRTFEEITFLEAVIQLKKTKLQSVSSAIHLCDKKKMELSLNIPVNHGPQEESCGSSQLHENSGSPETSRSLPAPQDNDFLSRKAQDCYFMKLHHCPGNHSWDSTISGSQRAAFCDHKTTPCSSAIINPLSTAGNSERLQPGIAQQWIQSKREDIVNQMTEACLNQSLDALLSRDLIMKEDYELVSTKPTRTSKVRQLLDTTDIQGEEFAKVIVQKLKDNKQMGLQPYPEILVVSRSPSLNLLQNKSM
TLR9-MyD88 inh: blocks human TLR9 binding to MyD88; Q9NR96+Q99836; CHO BLA complementation TLR9-MyD88, CCF4 FRET ratio; inhibition, % at 4.98 µM; 0.21% of 340,000 active; AID 504734;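 active means inhibition above the mean over all tested compounds plus 3 SD, cut at about 21% in these data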;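 further: 0% = DMSO only wells and 100% = clavulanate BLA inhibitor control wells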
LMP1 NFkB inh: inhibitors of Epstein-Barr LMP1-induced NF-kappaB reporter; 0.69% of 350,000 active; AID 504558; inhibition, % at 12.5 µM; LMP1-induced NF-kappaB luciferase reporter cells, luminescence; in the data active means inhibition above about 41%;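 further: 0% = neutral control wells and 100% = reference inhibitor control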
TROY NFkB inh: TROY signaling inhibition. Q293 LMP1-TROYcd NF-kB luciferase reporter, 4 h. inhibition, % at 10 µM. 0.98% of 360,000 active;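 active means compounds whose plate-normalised and pattern-corrected inhibition of the luciferase reporter signal at the single screening dose is 50% or more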
NR5A2 inv ag: suppresses constitutive activity of human LRH-1; O00482; HEK293T StAR-luciferase reporter, LRH-1 transfected, 24 h; inhibition, % at 3.6 µM; 0.13% of 360,000 active;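 active means inhibition above the mean inhibition of all tested compounds plus 3 SD, cut at about 73% in these data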;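 further: 0% = DMSO wells and 100% = reporter-only cells lacking LRH-1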
Target sequence (O00482 whole entry, looked up): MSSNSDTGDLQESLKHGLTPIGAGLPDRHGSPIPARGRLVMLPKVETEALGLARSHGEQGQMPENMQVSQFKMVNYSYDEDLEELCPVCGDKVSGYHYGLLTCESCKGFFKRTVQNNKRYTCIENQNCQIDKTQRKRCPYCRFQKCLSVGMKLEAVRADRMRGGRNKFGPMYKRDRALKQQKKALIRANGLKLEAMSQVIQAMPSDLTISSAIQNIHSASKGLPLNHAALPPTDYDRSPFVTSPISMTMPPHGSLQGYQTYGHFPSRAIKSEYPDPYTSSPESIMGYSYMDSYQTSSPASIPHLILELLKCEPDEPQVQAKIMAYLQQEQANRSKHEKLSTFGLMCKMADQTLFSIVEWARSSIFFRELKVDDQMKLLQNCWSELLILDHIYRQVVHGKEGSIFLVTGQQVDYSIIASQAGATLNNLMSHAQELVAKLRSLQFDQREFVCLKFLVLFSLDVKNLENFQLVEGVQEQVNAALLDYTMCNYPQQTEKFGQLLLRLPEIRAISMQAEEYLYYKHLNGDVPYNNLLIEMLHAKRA
Starred values were filed as active, the others as inactive. Some of the compounds tested, so the mix of outcomes need not match the whole.

Results for O=C(O)Cn1c(-c2ccccc2)nc2ccccc21 ?
Vif imaging: -2; NCOA2 inhibitor: -99; C8 TRAIL sens: 3; NR2F2 inh: 8; SRC1 inh: -53; NCOA3 inh: -13; NOD2-RIPK2 inh: -3; TLR9-MyD88 inh: -18; LMP1 NFkB inh: 8; TROY NFkB inh: -4; NR5A2 inv ag: 6

Results for CC(C)(C)NC(=O)Nc1nnc(SCC(=O)NC2CCCCC2)s1 ?
Vif imaging: 0; NCOA2 inhibitor: -31; C8 TRAIL sens: 2; NR2F2 inh: -24; SRC1 inh: -9; NCOA3 inh: -8; NOD2-RIPK2 inh: -5; TLR9-MyD88 inh: 3; LMP1 NFkB inh: -15; TROY NFkB inh: -5; NR5A2 inv ag: -42

Results for COC(=O)[C@@H]1[C@@H](C)OC(=O)N[C@H]1c1ccccc1 ?
Vif imaging: -3; NCOA2 inhibitor: -16; C8 TRAIL sens: 0; NR2F2 inh: 5; SRC1 inh: 0; NCOA3 inh: -13; NOD2-RIPK2 inh: 0; TLR9-MyD88 inh: -3; LMP1 NFkB inh: 5; TROY NFkB inh: -2; NR5A2 inv ag: -9

Results for CC(C)(C)S(=O)N1Cc2cc(=O)n(Cc3ccccc3)c(CCO)c2[C@H]1CCO (stereo partly specified) ?
Vif imaging: 6; NCOA2 inhibitor: 6; C8 TRAIL sens: -7; NR2F2 inh: 0; SRC1 inh: -8; NCOA3 inh: -5; NOD2-RIPK2 inh: 5; TLR9-MyD88 inh: -8; LMP1 NFkB inh: 5; TROY NFkB inh: -1; NR5A2 inv ag: -32

How did CC(C)(C)n1nnnc1CN1C2CCC1CC(NC(=O)Nc1ccccc1)C2 (stereo unspecified) do in these assays?
Vif imaging: -7; NCOA2 inhibitor: -9; C8 TRAIL sens: -4; NR2F2 inh: -22; SRC1 inh: 12; NCOA3 inh: -6; NOD2-RIPK2 inh: 4; TLR9-MyD88 inh: -10; LMP1 NFkB inh: 3; TROY NFkB inh: 11; NR5A2 inv ag: 17

How did CON(C)c1nc(OCCNC(=O)COc2ccc(Cl)cc2C)nc(N(C)C)n1 do in these assays?
Vif imaging: -12; NCOA2 inhibitor: 6; C8 TRAIL sens: -4; NR2F2 inh: 17; SRC1 inh: 16; NCOA3 inh: 5; NOD2-RIPK2 inh: -3; TLR9-MyD88 inh: -6; LMP1 NFkB inh: 4; TROY NFkB inh: -8; NR5A2 inv ag: 12

How did O=C(N/N=C/c1cccc(OC(=O)c2cccc(Br)c2)c1)c1ccncc1 do in these assays?
Vif imaging: 11; NCOA2 inhibitor: -12; C8 TRAIL sens: 5; NR2F2 inh: 15; SRC1 inh: 11; NCOA3 inh: -24; NOD2-RIPK2 inh: -4; TLR9-MyD88 inh: 2; LMP1 NFkB inh: 1; TROY NFkB inh: -4; NR5A2 inv ag: 20

Results for CC(=O)NC(CCS(C)(=O)=O)C(=O)Nc1cccc(Cl)c1Cl (stereo unspecified) ?
Vif imaging: -2; NCOA2 inhibitor: 2; C8 TRAIL sens: 3; NR2F2 inh: -3; SRC1 inh: -17; NCOA3 inh: -10; NOD2-RIPK2 inh: -9; TLR9-MyD88 inh: 6; LMP1 NFkB inh: -5; TROY NFkB inh: -4; NR5A2 inv ag: 17

How did COc1ccc(NC(=O)C(Cc2ccccc2)n2cccc2)c(OC)c1 (stereo unspecified) do in these assays?
Vif imaging: -6; NCOA2 inhibitor: -2; C8 TRAIL sens: 16; NR2F2 inh: -11; SRC1 inh: -1; NCOA3 inh: -5; NOD2-RIPK2 inh: -21; TLR9-MyD88 inh: -3; LMP1 NFkB inh: 11; TROY NFkB inh: 12; NR5A2 inv ag: -3

What do the screens show for `c1ccc2c(c1)ccc1nnc(SCc3ccc4c(c3)OCCO4)n12`?
Vif imaging: 2; NCOA2 inhibitor: -14; C8 TRAIL sens: -14; NR2F2 inh: -5; SRC1 inh: -38; NCOA3 inh: -18; NOD2-RIPK2 inh: 4; TLR9-MyD88 inh: -3; LMP1 NFkB inh: -13; TROY NFkB inh: -53; NR5A2 inv ag: -32

Results for Fc1ccc(/C=N/NC(=S)Nc2ccc(Cl)cc2)cc1F ?
Vif imaging: -11; NCOA2 inhibitor: -32; C8 TRAIL sens: -4; NR2F2 inh: -11; SRC1 inh: -19; NCOA3 inh: -2; NOD2-RIPK2 inh: 0; TLR9-MyD88 inh: -1; LMP1 NFkB inh: -19; TROY NFkB inh: -62; NR5A2 inv ag: -45

What do the screens show for `OCCC1CN(Cc2cccc(O)c2)CCN1CCc1ccccc1` (stereo unspecified)?
Vif imaging: 1; NCOA2 inhibitor: -18; C8 TRAIL sens: 2; NR2F2 inh: -2; SRC1 inh: -24; NCOA3 inh: 12; NOD2-RIPK2 inh: -17; TLR9-MyD88 inh: 11; LMP1 NFkB inh: 0; TROY NFkB inh: -3; NR5A2 inv ag: 2

What do the screens show for `Cc1c(CCC(=O)NCCCN2CCCC2=O)c(=O)oc2cc(O)ccc12`?
Vif imaging: 3; NCOA2 inhibitor: -5; C8 TRAIL sens: 1; NR2F2 inh: 2; SRC1 inh: -6; NCOA3 inh: 9; NOD2-RIPK2 inh: -7; TLR9-MyD88 inh: -4; LMP1 NFkB inh: -4; TROY NFkB inh: 2; NR5A2 inv ag: 6

Results for COCCOC(=O)c1sc2nc[nH]c(=O)c2c1C ?
Vif imaging: 1; NCOA2 inhibitor: -2; C8 TRAIL sens: 1; NR2F2 inh: -2; SRC1 inh: -2; NCOA3 inh: -6; NOD2-RIPK2 inh: 4; TLR9-MyD88 inh: 4; LMP1 NFkB inh: 2; TROY NFkB inh: -14; NR5A2 inv ag: -1

How did COC(=O)c1ccccc1NC(=O)CCS(=O)(=O)c1cc2c(cc1C)NC(=O)CO2 do in these assays?
Vif imaging: -3; NCOA2 inhibitor: 12; C8 TRAIL sens: 8; NR2F2 inh: -16; SRC1 inh: 6; NCOA3 inh: -15; NOD2-RIPK2 inh: 0; TLR9-MyD88 inh: 6; LMP1 NFkB inh: 1; TROY NFkB inh: 7; NR5A2 inv ag: 11

How did COc1ccc(-c2noc(CCc3ccccc3)n2)cc1 do in these assays?
Vif imaging: -12; NCOA2 inhibitor: -24; C8 TRAIL sens: -15; NR2F2 inh: -28; SRC1 inh: -42; NCOA3 inh: -32; NOD2-RIPK2 inh: -12; TLR9-MyD88 inh: 8; LMP1 NFkB inh: -19; TROY NFkB inh: -77; NR5A2 inv ag: -32

Results for Cc1ccc(C(=O)COC(=O)C2CC3CCCC(C2)C3=O)cc1[N+](=O)[O-] (stereo unspecified) ?
Vif imaging: -2; NCOA2 inhibitor: -9; C8 TRAIL sens: -8; NR2F2 inh: -3; SRC1 inh: 5; NCOA3 inh: -1; NOD2-RIPK2 inh: 1; TLR9-MyD88 inh: -2; LMP1 NFkB inh: 4; TROY NFkB inh: -24; NR5A2 inv ag: 13

Results for CC1CCCC(C)N1S(=O)(=O)c1ccc(NC(=O)CCN2C(=O)C3CC=CCC3C2=O)cc1 (stereo unspecified) ?
Vif imaging: 4; NCOA2 inhibitor: -3; C8 TRAIL sens: -7; NR2F2 inh: 3; SRC1 inh: -14; NCOA3 inh: 6; NOD2-RIPK2 inh: 2; TLR9-MyD88 inh: 8; LMP1 NFkB inh: 4; TROY NFkB inh: -4; NR5A2 inv ag: 4

Results for C=CCNC(=O)CN1CCC(NC(=O)c2ccco2)CC1 ?
Vif imaging: 2; NCOA2 inhibitor: -8; C8 TRAIL sens: -1; NR2F2 inh: -1; SRC1 inh: 8; NCOA3 inh: -5; NOD2-RIPK2 inh: -2; TLR9-MyD88 inh: 3; LMP1 NFkB inh: 4; TROY NFkB inh: 19; NR5A2 inv ag: 10

Results for CN1C(=O)C2(C(C#N)=C(N)N(c3cc(Cl)cc(Cl)c3)C3=C2C(=O)CC(C)(C)C3)c2ccccc21 (stereo unspecified) ?
Vif imaging: -22; NCOA2 inhibitor: 24; C8 TRAIL sens: 7; NR2F2 inh: 44*; SRC1 inh: 22; NCOA3 inh: 38; NOD2-RIPK2 inh: 1; TLR9-MyD88 inh: 4; LMP1 NFkB inh: 32; TROY NFkB inh: 8; NR5A2 inv ag: 14

Reprinted from the part before: 2 entries, followed by the next part.
Results for C=CCNC(=O)CN1CCC(NC(=O)c2ccco2)CC1 ?
Vif imaging: 2; NCOA2 inhibitor: -8; C8 TRAIL sens: -1; NR2F2 inh: -1; SRC1 inh: 8; NCOA3 inh: -5; NOD2-RIPK2 inh: -2; TLR9-MyD88 inh: 3; LMP1 NFkB inh: 4; TROY NFkB inh: 19; NR5A2 inv ag: 10

Results for CN1C(=O)C2(C(C#N)=C(N)N(c3cc(Cl)cc(Cl)c3)C3=C2C(=O)CC(C)(C)C3)c2ccccc21 (stereo unspecified) ?
Vif imaging: -22; NCOA2 inhibitor: 24; C8 TRAIL sens: 7; NR2F2 inh: 44*; SRC1 inh: 22; NCOA3 inh: 38; NOD2-RIPK2 inh: 1; TLR9-MyD88 inh: 4; LMP1 NFkB inh: 32; TROY NFkB inh: 8; NR5A2 inv ag: 14

Results for CCOc1ccc(C(C)=O)cc1CSc1nnc(N)s1 ?
Vif imaging: 5; NCOA2 inhibitor: 15; C8 TRAIL sens: -9; NR2F2 inh: 2; SRC1 inh: -6; NCOA3 inh: -12; NOD2-RIPK2 inh: 5; TLR9-MyD88 inh: 4; LMP1 NFkB inh: -2; TROY NFkB inh: 10; NR5A2 inv ag: 5

What do the screens show for `Cn1cnnc1SCC(=O)c1ccc(O)c(O)c1`?
Vif imaging: -3; NCOA2 inhibitor: 9; C8 TRAIL sens: 3; NR2F2 inh: -3; SRC1 inh: -17; NCOA3 inh: -4; NOD2-RIPK2 inh: -5; TLR9-MyD88 inh: -2; LMP1 NFkB inh: 4; TROY NFkB inh: 2; NR5A2 inv ag: -4

What do the screens show for `Cc1ccc(C(=O)C(C)OC(=O)c2n[nH]c(=O)c3ccccc23)cc1` (stereo unspecified)?
Vif imaging: 4; NCOA2 inhibitor: 4; C8 TRAIL sens: -2; NR2F2 inh: -1; SRC1 inh: -47; NCOA3 inh: 0; NOD2-RIPK2 inh: -3; TLR9-MyD88 inh: -8; LMP1 NFkB inh: 4; TROY NFkB inh: 5; NR5A2 inv ag: -11

Results for CCCc1ccc(C2C3=C(CC(C)(C)CC3=O)NC3=C2C(=O)c2ccccc23)cc1 (stereo unspecified) ?
NCOA2 inhibitor: 24; C8 TRAIL sens: 9; NR2F2 inh: 10; SRC1 inh: 6; NCOA3 inh: 14; NOD2-RIPK2 inh: 1; TLR9-MyD88 inh: -12; LMP1 NFkB inh: 6; TROY NFkB inh: 22; NR5A2 inv ag: 6

How did COc1ccc(C(=O)/C=C/N(C)C)cc1 do in these assays?
Vif imaging: -7; NCOA2 inhibitor: -51; C8 TRAIL sens: -9; NR2F2 inh: -9; SRC1 inh: -20; NCOA3 inh: -3; NOD2-RIPK2 inh: -2; TLR9-MyD88 inh: 3; LMP1 NFkB inh: -8; TROY NFkB inh: -7; NR5A2 inv ag: 2

Assay outcomes from PubChem BioAssay.
